TNF necrop inh – blocks TNF-alpha induced death of Jurkat FADD-/- cells. Jurkat FADD-/- TNF necroptosis rescue, ATP luminescence, 24 h; 0 = TNF only, 100 = no-TNF cells. activation (protection from cell death), % at 10 µM. 220,000 compounds, 0.068% hits. AID 463075;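 active = activation, meaning protection from cell death, of at least 50% relative to plate controls; inactive = activation below 50%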;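 also: necroptosis triggered by 40 ng/mL TNF-alpha added together with compound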
PGE2 EP2 inh – inhibitors of human EP2 prostaglandin E2 receptor; P43116; C6 glioma cells expressing human EP2, cAMP TR-FRET; cells stimulated with saturating PGE2; inhibition, % at 25 µM; 260,000 compounds, 0.52% hits;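 active = percent inhibition above 40 after rounding to a whole number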;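 also: rat C6 glioma host cells with rolipram phosphodiesterase inhibitor present; the protocol text gives 20 µM as final concentration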
Target sequence (P43116 whole entry, looked up): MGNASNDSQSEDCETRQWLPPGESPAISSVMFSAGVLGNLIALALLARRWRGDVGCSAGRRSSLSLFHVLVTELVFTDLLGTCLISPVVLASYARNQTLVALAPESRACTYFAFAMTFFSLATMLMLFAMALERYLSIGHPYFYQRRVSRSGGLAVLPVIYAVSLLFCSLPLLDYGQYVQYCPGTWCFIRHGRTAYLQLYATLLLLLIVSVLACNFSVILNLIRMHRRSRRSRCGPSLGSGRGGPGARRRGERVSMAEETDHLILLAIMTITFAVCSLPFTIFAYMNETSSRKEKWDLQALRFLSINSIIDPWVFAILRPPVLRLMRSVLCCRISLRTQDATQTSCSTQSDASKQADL
FXIa inh 1536 – inhibitors of human coagulation factor XIa. P03951. purified FXIa, Boc-Glu-Ala-Arg-AMC fluorogenic substrate. inhibition, % at 5 µM. 220,000 compounds, 0.14% hits;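 active = inhibition of at least 40%; inactive = inhibition below 40%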;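 also: fluorescence of freed AMC excited at 355 nm; 0% = enzyme without compound and 100% = no enzyme blank; many of its hits are not listed in these tables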
CHOP inh – blocks CHOP induction under ER stress; CHO-K1 CHOP-promoter luciferase, tunicamycin-induced, 15-18 h; inhibition, % at 10 µM; 220,000 compounds, 3.8% hits; AID 2732;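 active = compounds that reduced the stress-induced luciferase reporter signal by more than about 70% of percent inhibition, limit read from the data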;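 also: 0% = tunicamycin plus vehicle and 100% = wells without tunicamycin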
Tb hexokinase – T. brucei hexokinase 1 inhibition. recombinant TbHK1, G6PDH-coupled NADH A340. inhibition, % at 10 µM. 220,000 compounds, 0.11% hits;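 active = inhibition of 50% or more in the single-dose primary screen; inactive = inhibition below 50%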
FXIIa inh – inhibitors of human coagulation factor XIIa. P00748. purified FXIIa, Boc-QGR-AMC fluorogenic substrate, 2 h. inhibition, % at 5 µM. 220,000 compounds, 0.3% hits. AID 800; in the data active = inhibition above about 40%;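 also: 0% = enzyme with no compound and 100% = blank without enzyme; many of its hits are not listed in these tables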
Wee1 degr inh – blocks degradation of human Wee1 kinase; HeLa Luc-Wee1K328M stability, luciferase luminescence; 100% = proteasome inhibitor MG132 effect; 220,000 compounds, 1.2% hits; reporter increase, % at 5 µM;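 active = activation above the mean of all tested compounds plus 3 SD, set per screening run, cut at about 8.8% in these data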;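 also: cells exposed to compound for 20 h before luminescence read; 0% = DMSO alone and 100% = MG132 at 30 µM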
Target sequence (P30291 whole entry K328M): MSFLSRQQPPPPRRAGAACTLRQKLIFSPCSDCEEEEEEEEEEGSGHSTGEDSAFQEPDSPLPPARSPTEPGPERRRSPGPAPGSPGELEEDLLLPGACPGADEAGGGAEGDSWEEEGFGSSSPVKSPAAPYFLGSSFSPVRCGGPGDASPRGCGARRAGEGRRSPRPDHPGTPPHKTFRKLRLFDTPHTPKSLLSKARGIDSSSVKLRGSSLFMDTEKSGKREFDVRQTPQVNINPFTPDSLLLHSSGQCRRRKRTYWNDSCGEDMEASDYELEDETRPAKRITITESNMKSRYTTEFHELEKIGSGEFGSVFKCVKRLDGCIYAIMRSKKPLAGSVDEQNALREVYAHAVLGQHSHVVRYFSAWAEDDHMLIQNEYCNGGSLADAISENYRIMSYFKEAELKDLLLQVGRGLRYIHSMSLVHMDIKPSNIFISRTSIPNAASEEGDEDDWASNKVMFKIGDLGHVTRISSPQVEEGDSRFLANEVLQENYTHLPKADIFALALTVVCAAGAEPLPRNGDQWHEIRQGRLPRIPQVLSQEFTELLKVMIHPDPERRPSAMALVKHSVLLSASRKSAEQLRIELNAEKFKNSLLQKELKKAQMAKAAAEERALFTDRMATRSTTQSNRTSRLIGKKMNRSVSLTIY
PPC-1+TRAIL kill – PPC-1 cancer cell killing with TRAIL present; PPC-1 cells + TRAIL, ATPLite viability luminescence; AID 1443; 220,000 compounds, 0.41% hits; cell killing (% activity), % at 4 µM;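 active = cell killing above 50% in the first pass at 4 µM, then a duplicate retest at 5 µM averaging 50% or more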;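 also: plate controls were cells with TRAIL plus DMSO for no effect and medium-only wells lacking cells for full effect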
zVAD death inh – blocks zVAD induced death of L929 cells | 220,000 compounds, 0.38% hits | L929 zVAD necroptosis rescue, ATP luminescence, 24 h; with zVAD 60 µM | viability rescue, % at 10 µM;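 active = activation, scaled between plate controls, above about 75%, limit read from the data; inactive = activation under that limit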;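 also: 0% = zVAD with DMSO and 100% = DMSO alone without zVAD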
The depositor's hits bear a star; . = no result given. Only part of the results is shown; count on the stated rates, not on these rows.

SMILES | TNF necrop inh | PGE2 EP2 inh | FXIa inh 1536 | CHOP inh | Tb hexokinase | FXIIa inh | Wee1 degr inh | PPC-1+TRAIL kill | zVAD death inh
COc1ccc(Cl)cc1NC(=O)Cn1c(=O)n2nc(C)nc2c2ccccc21 | 2.9 | 5.4 | 23.6 | 34.1 | -3.4 | 29.2 | 2.4 | 18.0 | -1.1
CCCCN(C)C(=O)c1nc2ccccn2c1CN1CCN(c2cnccn2)CC1 | -0.3 | 2.6 | 1.0 | 1.8 | -14.6 | 4.1 | -1.0 | 15.4 | -0.3
CC1(C)N=C(/C=N/O)C=[N+]1[O-] | -1.9 | 6.0 | -3.4 | 25.0 | -5.1 | 14.8 | -0.6 | -5.7 | -0.1
NS(=O)(=O)c1cccc(NC(=O)Cc2ccc(Cl)c(Cl)c2)c1 | 3.6 | 7.3 | 1.9 | 3.4 | 4.4 | 10.3 | -3.8 | 14.7 | 1.0
c1cncc(-c2nnc3n2N=C(c2cccs2)CS3)c1 | -2.3 | 9.2 | 10.5 | -6.5 | -23.5 | 14.8 | 1.2 | 12.5 | -0.1
Cc1[nH]nc(-c2ccc(OCc3cnn(-c4ccccc4)c3)cc2O)c1Oc1ccc(F)cc1 | -2.9 | 15.6 | -4.3 | 67.5 | -2.0 | 8.5 | 1.8 | 5.4 | -0.1
COc1cccc(C(C(=O)NC2CCCC2)N(C(=O)c2ccco2)C2CC2)c1OC (stereo not given) | 0.6 | 10.9 | 2.5 | 13.3 | 5.0 | 20.9 | -2.3 | 23.1 | -0.2
CCC(=O)NCCc1cc2ccc(C)cc2[nH]c1=O | 1.4 | 7.0 | -3.8 | -15.6 | -8.9 | 7.4 | -2.3 | 6.3 | 3.5
O=C(c1cccc(F)c1)N1CCN(c2ccc([N+](=O)[O-])c(N3CCCCC3)c2)CC1 | -6.1 | 12.2 | 3.4 | 30.1 | -3.4 | -1.3 | -0.8 | -5.7 | -0.3
COc1ccc(NC(=S)N(CCc2c(C)[nH]c3ccc(C)cc23)Cc2ccco2)cc1 | 2.1 | . | -1.1 | 14.6 | -5.9 | 3.5 | 3.8 | -4.4 | 0.2
Cc1ccccc1NC(=O)CCC(=O)OCCCC(F)(F)C(F)(F)F | -2.4 | 8.0 | 8.0 | 11.0 | 0.4 | 17.6 | 5.9 | 19.2 | -0.4
CC1(C)C(c2ccccc2)=NC(c2ccc(Br)cc2)N1O (stereo not given) | -0.1 | 3.8 | -6.6 | 15.9 | -1.2 | 7.4 | 8.2 | 7.8 | 1.3
O=C(CSc1nnnn1-c1ccccc1F)Nc1nc2ccccc2s1 | 5.9 | 11.1 | 3.8 | 9.1 | -22.8 | 12.7 | 0.4 | 17.8 | 0.2
O=C(Oc1ccccc1-c1nnco1)c1ccc(Cl)cc1 | -1.8 | 3.0 | 2.7 | 30.7 | 0.4 | 17.1 | 0.9 | 25.9 | 0.7
COc1ccc(-c2oc(NC(=O)CSc3ncn[nH]3)c(C#N)c2-c2ccc(OC)cc2)cc1 | -2.7 | 3.4 | -1.1 | 60.5 | -8.0 | 16.3 | 3.2 | -16.3 | 0.5
O=C(COC(=O)CNC(=O)c1ccccc1)Nc1ccccc1Cl | 2.1 | 1.3 | -10.3 | 0.0 | 0.9 | -0.4 | 4.0 | 22.3 | 1.4
CN(Cc1ccc(F)cc1)Cc1nc(CCc2ccccc2)no1 | 2.1 | 7.3 | -3.3 | 34.1 | -4.8 | 3.6 | 1.6 | 4.8 | 2.8
Cc1cc(C)c(C#N)c(SCc2ccc([N+](=O)[O-])cc2)n1 | -0.3 | 6.5 | 10.3 | 8.5 | 2.7 | 40.9* | -1.9 | -4.1 | -2.5
CC(C)CCn1cnc2c(cnn2-c2ccc(Cl)cc2)c1=O | -3.1 | 4.5 | 7.6 | -15.9 | -6.8 | 13.1 | 4.0 | -31.3 | 0.0
CCN(CC)S(=O)(=O)c1cccc(C(=O)N[C@H](C(=O)NNC(=O)c2ccccc2)C(C)C)c1 | 0.8 | 6.4 | -6.1 | -14.5 | 2.0 | 10.9 | 2.3 | 3.2 | 0.5
Cc1csc(NC(=O)CSc2nc3ccccc3c3c2CCCC3)n1 | 0.0 | 19.6 | 4.9 | 52.7 | -3.2 | 3.6 | -2.5 | 22.4 | 0.5
O=C(COc1ccccc1)NC(=S)Nc1ccc(Br)cn1 | -3.6 | 12.8 | 10.5 | -2.0 | -10.4 | 4.2 | 1.8 | 6.9 | -0.8
NC(=O)CC(NC(=O)c1ccccc1)c1ccc(NCc2ccccc2)c([N+](=O)[O-])c1 (stereo not given) | 3.3 | 16.4 | -0.9 | -15.3 | -6.1 | 5.7 | . | -4.8 | 0.6
CCC(C)(C)NC(=O)Cn1c(-c2ccccc2)cc(C(C)=O)c1C | -0.2 | 6.2 | -2.8 | -14.8 | 3.9 | 3.4 | 0.6 | -0.1 | 0.9
CCC(=O)n1nc(-c2ccc(OC)cc2)nc1SC | -1.8 | 8.9 | 6.2 | 31.2 | -2.8 | 11.5 | 2.3 | 16.9 | 1.1
COc1ccccc1CCNC(=O)NC1CCCCC1 | 1.4 | 6.6 | 1.8 | 1.6 | 0.0 | 10.8 | 9.7* | -7.0 | 1.0
CC(=O)C1=C(C)NC(=O)NC1/C=C/c1ccccc1 (stereo not given) | 0.7 | 9.5 | 2.9 | 3.1 | -3.8 | 1.4 | -1.5 | 9.4 | 0.8
CC(C(=O)NCC1CCCCC1)N(C)CC(=O)Nc1ccc(N2CCOCC2)cc1 (stereo not given) | 4.9 | 17.0 | -5.8 | 2.6 | -5.3 | 2.7 | -0.9 | 10.2 | 6.4
CC(OC(=O)C1=Cc2ccccc2OC1)C(=O)NC(C)(C)C (stereo not given) | -0.8 | 0.0 | 6.0 | 8.8 | -13.5 | 13.0 | -4.5 | 21.3 | -2.4
CN(C)S(=O)(=O)c1cccc(NC(=O)c2cc(-c3cccs3)nc3ccccc23)c1 | -1.3 | 5.7 | 11.7 | 16.6 | -17.0 | 18.0 | -1.1 | 13.5 | 2.0
Cc1ccc(Nc2nc(N)[nH]c(=O)c2N=O)cc1 | 0.7 | 5.2 | -0.3 | 17.7 | -37.1 | 1.6 | -1.2 | 0.8 | 0.6
CCOC(=O)C(Cc1ccc(Cl)cc1Cl)c1ccno1 (stereo not given) | -1.1 | 6.2 | -2.6 | 23.6 | 7.1 | 2.5 | 0.6 | -15.7 | -1.3
O=c1c(-c2ccccc2)n[nH]c2ccccc12 | -3.4 | 18.5 | 0.8 | 4.0 | -3.1 | 14.0 | 2.7 | 36.7 | -0.2
COc1ccccc1Sc1nc(-c2ccccc2)ncc1OC | 0.6 | 6.0 | -2.7 | 32.5 | -4.6 | 1.8 | -0.6 | 10.1 | 2.4
Cc1ccc(C(=O)O)cc1-n1c(C)cc(C=O)c1C | 0.3 | 14.1 | -1.8 | 8.2 | -2.9 | 6.7 | 1.3 | -15.9 | 2.7
O=C(CSc1oc(-c2ccco2)nc1S(=O)(=O)c1ccccc1)NCC1CCCO1 (stereo not given) | -1.7 | 11.3 | 11.0 | 3.1 | -4.9 | 18.2 | -2.7 | -6.6 | -0.3
CCCCCn1c(=O)c(-c2nc3ccccc3c(=O)[nH]2)c(O)c2ccccc21 | -0.7 | 10.6 | -12.2 | -1.9 | 4.9 | -10.3 | -0.4 | -1.4 | -0.2
COc1ccc(CCNC(=O)CCCCCN2C(=O)c3ccccc3C2=O)cc1 | -3.3 | 20.7 | 0.9 | 13.8 | -0.8 | 9.8 | 0.7 | 28.5 | 0.1
CCC(C)NC(=O)CSc1nnc(-c2ccoc2C)n1CC1CCCO1 (stereo not given) | 0.1 | 5.2 | 5.1 | 6.5 | 3.2 | 15.7 | -1.6 | 3.5 | 0.4
COCCCn1c(C)c(C(C)=O)cc(NC(=O)c2ccccc2)c1=O | -2.8 | 4.3 | -5.2 | 5.2 | -12.0 | -0.2 | -3.1 | 5.7 | 1.1

An excerpt from the list above:
SMILES | TNF necrop inh | PGE2 EP2 inh | FXIa inh 1536 | CHOP inh | Tb hexokinase | FXIIa inh | Wee1 degr inh | PPC-1+TRAIL kill | zVAD death inh
Cc1csc(NC(=O)CSc2nc3ccccc3c3c2CCCC3)n1 | 0.0 | 19.6 | 4.9 | 52.7 | -3.2 | 3.6 | -2.5 | 22.4 | 0.5
O=C(COc1ccccc1)NC(=S)Nc1ccc(Br)cn1 | -3.6 | 12.8 | 10.5 | -2.0 | -10.4 | 4.2 | 1.8 | 6.9 | -0.8
NC(=O)CC(NC(=O)c1ccccc1)c1ccc(NCc2ccccc2)c([N+](=O)[O-])c1 (stereo not given) | 3.3 | 16.4 | -0.9 | -15.3 | -6.1 | 5.7 | . | -4.8 | 0.6
CCC(C)(C)NC(=O)Cn1c(-c2ccccc2)cc(C(C)=O)c1C | -0.2 | 6.2 | -2.8 | -14.8 | 3.9 | 3.4 | 0.6 | -0.1 | 0.9
CCC(=O)n1nc(-c2ccc(OC)cc2)nc1SC | -1.8 | 8.9 | 6.2 | 31.2 | -2.8 | 11.5 | 2.3 | 16.9 | 1.1
COc1ccccc1CCNC(=O)NC1CCCCC1 | 1.4 | 6.6 | 1.8 | 1.6 | 0.0 | 10.8 | 9.7* | -7.0 | 1.0
CC(=O)C1=C(C)NC(=O)NC1/C=C/c1ccccc1 (stereo not given) | 0.7 | 9.5 | 2.9 | 3.1 | -3.8 | 1.4 | -1.5 | 9.4 | 0.8
CC(C(=O)NCC1CCCCC1)N(C)CC(=O)Nc1ccc(N2CCOCC2)cc1 (stereo not given) | 4.9 | 17.0 | -5.8 | 2.6 | -5.3 | 2.7 | -0.9 | 10.2 | 6.4
CC(OC(=O)C1=Cc2ccccc2OC1)C(=O)NC(C)(C)C (stereo not given) | -0.8 | 0.0 | 6.0 | 8.8 | -13.5 | 13.0 | -4.5 | 21.3 | -2.4

Further records.
SMILES | TNF necrop inh | PGE2 EP2 inh | FXIa inh 1536 | CHOP inh | Tb hexokinase | FXIIa inh | Wee1 degr inh | PPC-1+TRAIL kill | zVAD death inh
Cc1ccc(Nc2nc(CSc3nnc(-c4cccnc4)n3-c3ccccc3F)cs2)cc1 | 3.4 | 8.5 | -1.9 | 21.6 | 15.7 | 14.4 | -3.2 | 13.2 | 0.3
COC1OC(CO)C(O)C(O)C1O (stereo not given) | 0.7 | 10.2 | -1.6 | 12.5 | 4.5 | 4.0 | 3.2 | 7.4 | 0.3
COc1ccc(/C=C/C(=O)c2ccoc2)cc1 | 3.6 | 11.1 | -1.3 | -37.6 | -34.3 | 1.8 | 12.7* | 10.1 | 0.2
CCOC(=O)Cn1c(=O)c2c(nc(Br)n2CC(=O)OCC)n(C)c1=O | -0.2 | 12.1 | 0.8 | 0.3 | 8.4 | 3.6 | 2.1 | -16.0 | -0.4
Cc1cccc(N(C)S(=O)(=O)c2ccc3[nH]cc(C(=O)N4CCOCC4)c(=O)c3c2)c1 | 0.8 | 8.7 | 6.5 | 30.1 | -23.4 | 4.7 | -1.1 | 2.2 | 0.3
O=C(NC(=S)Nc1nc(-c2ccc(Br)cc2)cs1)c1cccnc1 | -3.6 | 5.3 | -1.1 | -15.8 | 28.1 | 4.8 | 0.3 | 19.9 | -0.4
O=C(CN1C(=O)NC2NC(=O)NC21)N/N=C/c1ccccc1O (stereo not given) | -0.3 | 4.5 | 3.6 | 6.4 | -2.1 | 3.7 | -3.0 | 2.2 | 3.1
O=C(Cc1ccc(F)cc1)OCC(=O)c1cc2ccccc2o1 | -2.3 | 6.6 | -6.3 | 18.2 | -1.6 | 11.5 | -2.5 | 13.2 | 0.1

Compound activity as filed in PubChem.
